Bioassay records (PubChem)
D2 ag – activates the human D2 dopamine receptor | P14416 | HEK293 T-REx D2 cells, calcium flux agonist mode | activation, % at 2 µM | 340,000 compounds, 0.53% hits | AID 485358;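 active = activation over 3 SD above normal in the single-dose calcium agonist read, cut at about 30% in these data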; also: 0% is about no effect
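Tetracycline-induced HEK293 T-REx cells with force-coupled D2 receptor, plated overnight at 30 C, loaded with no-wash calcium dye. After a 10 s baseline, compound was pin-added and calcium flux read kinetically for 180 s; calcium rises flagged agonists.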
D2 antagonist – D2 dopamine receptor (human) antagonism. AID 485344. P14416. 340,000 compounds, 2% hits. HEK293 TREx D2 cells, calcium flux, dopamine EC80. inhibition, % at 10 µM; in the data active = inhibition above about 30%; also: 0% is about no effect
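In this primary screen, negative modulation is detected by tracking calcium flux after an EC80 dopamine challenge in inducible HEK293 T-REx D2 cells preexposed to test compound for 180 s.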
Vif-A3F inh – inhibitors of Vif-A3F interaction; HeLa A3F-eYFP + Vif (tagged APOBEC3F with the HIV-1 protein that degrades it), YFP fluorescence increase; Potency, µM (highest dose often 46.1 µM), without a hit: top-dose activity, negative = active; 390,000 compounds, 0.2% hits; also: potency is read from the fitted curve at half-maximal effect; % of control where 0% means no effect; nearly all actives have a fitted effect of over 65% in size
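HeLa cells stably expressing A3F-eYFP plus Vif, plated and incubated overnight at 37 deg C, then exposed to compounds overnight at 37 deg C. Blocked degradation read as raised yellow fluorescence (Ex 488/Em 500-530).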
ALOX12 inh – inhibitors of human 12S-lipoxygenase ALOX12. P18054. purified 12hLO, xylenol orange hydroperoxide absorbance. Potency, µM (top dose mostly 108 µM), for the others: at the highest dose activity change, negative = inhibition, most hits filed as inhibitors. 580,000 compounds, 1.1% hits. AID 1671190; also: potency is read from the fitted curve at half-maximal effect; % is scaled to controls: 0 for no effect and ±100 for the full control effect
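Purified human 12hLO (150 nM final) in 25 mM Hepes, 0.01% Triton X-100, pH 7.0 was preincubated 15 min at room temperature with compound. Then 40 uM arachidonic acid was added, 30 min. Hydroperoxide was read by Fe-XO absorbance ratio 573/405 nm.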
LDHA block – LDHA (human) enzyme inhibition; P00338; activity change, % (values are at about 110 or 230 µM); AID 1347041; purified LDHA, NADH/diaphorase-resazurin fluorescence; stronger effect = lower value; 480,000 compounds, 0.15% hits; in the data active = activity change below about -30%; inconclusive = mostly about -25% to -30%;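 also: plate controls were DMSO wells for no effect and wells without enzyme for full effect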
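Human LDH5 (2 nM) was incubated with 0.06 mM NADH and 0.2 mM pyruvate for 5 min at room temperature in Tris pH 7.4. Remaining NADH was coupled through diaphorase/resazurin, and resorufin fluorescence was read at 0 and 20 min.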
ERG Ets-DNA blk – ERG Ets/DNA interaction inhibition. 370,000 compounds, 0.028% hits. AID 624246. Potency, µM (top dose mostly 76.9 µM), inactives show at the top dose FP activity, negative = inhibition, most hits filed as inhibitors. fluorescence polarization, His-ERG Ets domain / labelled DNA. P11308; active = well fitted inhibition curve with a large enough effect in the polarisation, with a control signal flat; inconclusive = small, poorly fitted or top-dose-only effect, or effect the other way, or a change in a side signal; inactive = no such curve, though single readings can be large or run the other way; the % refers to the polarisation;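 also: polarization taken with two DNA probes labelled with fluorescein and Texas red; potency is read from the fitted curve at half-maximal effect; % of control where 0% means no effect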
Target sequence (P11308 whole entry, looked up, the tested form may be a part): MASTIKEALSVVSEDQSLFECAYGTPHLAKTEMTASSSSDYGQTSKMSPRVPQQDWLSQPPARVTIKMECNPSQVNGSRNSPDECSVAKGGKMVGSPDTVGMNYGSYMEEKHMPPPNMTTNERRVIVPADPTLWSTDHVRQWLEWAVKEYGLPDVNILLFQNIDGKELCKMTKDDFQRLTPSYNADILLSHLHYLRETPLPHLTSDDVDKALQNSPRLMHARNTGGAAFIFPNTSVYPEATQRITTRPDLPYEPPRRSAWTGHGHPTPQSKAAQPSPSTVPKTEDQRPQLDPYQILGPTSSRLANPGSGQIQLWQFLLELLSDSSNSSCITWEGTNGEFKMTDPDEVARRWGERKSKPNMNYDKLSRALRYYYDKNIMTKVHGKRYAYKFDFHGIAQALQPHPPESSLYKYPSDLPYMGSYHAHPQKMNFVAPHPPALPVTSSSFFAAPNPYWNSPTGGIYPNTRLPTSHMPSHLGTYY
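His-tagged ERG Ets domain (1 uM in the protein solution; 300mM KCl, 50mM Tris-HCl, 1mM EDTA, 1mM DTT, pH 7.5) received compound, then a probe mix of 5 nM fluorescein-DNA and 100nM Texas-615-DNA. Fluorescence polarization was read for both dyes.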
RGS4 inhibitor – blocks human RGS4-accelerated GTP hydrolysis | P49798 | Transcreener GDP fluorescence polarization, RGS4-accelerated GTP hydrolysis | Potency, µM (series often up to 114 µM), for the others: top-dose activity change, negative = inhibition, actives largely listed as inhibitors | 390,000 compounds, 0.039% hits | AID 504845; also: potency is read from the fitted curve at half-maximal effect; % is scaled to controls: 0 for no effect and ±100 for the full control effect; nearly all actives have a fitted effect of over 75% in size; some results filed as inactive show a strong effect at the top dose
Target sequence (P49798 whole entry, looked up): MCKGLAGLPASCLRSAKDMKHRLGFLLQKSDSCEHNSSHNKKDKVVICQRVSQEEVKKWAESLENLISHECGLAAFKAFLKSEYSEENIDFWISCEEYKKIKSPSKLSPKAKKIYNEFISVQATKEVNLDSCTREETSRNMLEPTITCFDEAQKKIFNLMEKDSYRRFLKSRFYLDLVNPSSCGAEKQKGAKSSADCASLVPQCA
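MLSMR compounds (23 nl, pin-transferred) preincubated 10 min at room temperature with a 500nM (2x) first reagent, then RGS4 at 900nM (2x) plus Transcreener GDP mix added; fluorescence polarization (620/688 nm) read before and after 90 min at 30 °C.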
Glioma ERSR ind – induces the endoplasmic reticulum stress response in human glioma cells; U87-MG GRP78 promoter luciferase reporter, 16 h; AID 602332; 420,000 compounds, 0.02% hits; Potency, µM, for the others: at the highest dose activation, most hits filed as activators; also: potency is read from the fitted curve at half-maximal effect; series mostly up to about 76 µM; % of control where 0% means no effect; nearly all actives have a fitted effect of over 35% in size
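ERSR induction read as luciferase luminescence (Bright-Glo, 10 min at room temperature) in stably transfected human U87-MG glioma cells exposed to compounds for 16 h, using GRP78 as sensor.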
Vif-APOBEC3G blk – inhibitors of Vif-APOBEC3G interaction. Potency, µM (top dose mostly 46.1 µM), without a hit: top-dose activity, negative = active, actives largely listed as inhibitors. HeLa A3G-eYFP + Vif (tagged APOBEC3G with the HIV-1 protein that degrades it), YFP fluorescence, overnight. 410,000 compounds, 0.076% hits;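 also: potency is read from the fitted curve at half-maximal effect; % is scaled to controls: 0 for no effect and ±100 for the full control effect; nearly all actives have a fitted effect of over 60% in size; hits raise eYFP signal because A3G escapes Vif-driven loss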
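Read-out is eYFP fluorescence (Ex 488/Em 500-530) from Vif-expressing HeLa A3G-eYFP cells; more signal means A3G escaped Vif-mediated degradation. Cells plated overnight, compound pinned in, incubated overnight at 37 deg C.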
Active calls of the source: *; ? = inconclusive; · = not tested or not shown; & = joins results of further samples; [ ] = another dose, or the depositor's remark. Unless noted, calls follow the shape of the dose curve; as a rule, active = well fitted curve in the direction sought with a large enough effect; inconclusive = small, poorly fitted or top-dose-only effect, or another doubt; inactive = no such curve, though single readings can be large; an effect the other way counts as inactive or inconclusive.

SMILES | D2 ag | D2 antagonist | Vif-A3F inh | ALOX12 inh | LDHA block | ERG Ets-DNA blk | RGS4 inhibitor | Glioma ERSR ind | Vif-APOBEC3G blk
CCOC(=O)c1cc(-c2ccccc2)sc1NC(=O)C(C)Sc1nnc(N)s1 (configuration not stated) | -2.1 | 28 | -2% | -7% | -3 | 14% | -26% | -2% | -9%
Cc1cc(NC(=O)c2ccccc2Cl)ccc1NC(=O)c1ccccc1 | -0.3 | · | 3% | -19% | -3 | 2% | 18% | -3% | 3%
Cc1ccc(CN2CCS(=O)(=O)CC2)cc1 | -0.4 | -3 | 1% | 0% | -6 | 5% | -3% | -2% | 0%
O=C(COC(=O)c1cc([N+](=O)[O-])ccc1NCCO)Nc1cccnc1Cl | · | · | 8% | -12% | -3 | 13% | 1% | 2% | -2%
COc1ccc(/C=C2\SC(=S)N(NC(=O)c3csc4c3CCCC4)C2=O)cc1 | -0.2 | -27 | 7% | ? | -2 | 2% | ? | -7% | 5%
COCCN(C(=S)Nc1ccc(C)c(C)c1)C(C)c1ccco1 (configuration not stated) | 1.0 | 3 | -16% | -13% | 1 | 11% | 4% | -6% | 1%
CC1=CC(C)(C)N(C(=O)CNC2CCCCC2)c2cc(C)ccc21 | 0.8 | -13 | 6% | -27% | -9 | 12% | 1% | -7% | -3%
COC(=O)CSc1nc(C)cc(N2CCOCC2)n1 | -0.1 | -12 | 0% | 0% | -2 | -3% | 2% | 1% | -1%
COc1ccccc1N(CC(=O)NC1CCCC1)C(=O)CNC(=O)c1cccs1 | 1.8 | 5 | 1% | -3% | -3 | 3% | 1% | -2% | 1%
CCOc1cc(C2c3c(n[nH]c3C)C(=O)N2c2ccc(C)cc2)ccc1O (configuration not stated) | 0.7 | 3 | 1% | -17% | -12 | -3% | -28% | 1% | -5%
CC(C)[C@H](NC(=O)N1CCn2c1nc1ccccc12)C(=O)NC1CC1 | 0.1 | 6 | -25% | 26% | -7 | -10% | 11% | -5% | 1%
O=C(CNC(=O)c1ccc(Br)o1)Nc1cccc(-c2cnc3ccccc3n2)c1 | 0.0 | -20 | -4% | 473%[activator] | -9 | 1% | 11% | 4% | -14%
CCCC12CN3CC(CCC)(CN(C1)C3c1ccccc1)C2=O (configuration not stated) | 0.3 | · | -9% | ? | 0&2 | -1% | -1% | -2% | -1%
O=C(c1ccc(F)cc1)N1CCC(N2CCOCC2)CC1 | 0.8 | 11 | -5% | -24% | -15 | -10% | -21% | -5% | 1%
Cc1ccc(NC(=O)COC(=O)c2cc(Cl)ccc2Cl)c(Br)c1 | 1.0 | -12 | -30% | -2% | 2 | 7% | 25% | -6% | -3%
Cc1cccc(-c2noc(CN(C(=O)C34CC5CC(CC(C5)C3)C4)C(C)C)n2)c1 | 0.4 | -31 | 6% | 103%[activator] | -3 | 4% | 42% | 0% | -1%
COc1ccc(C2=CCCC2)c(OC)c1 | · | · | 2% | -28% | -3 | -2% | -12% | -3% | 0%
O=C(Nc1ccc(Cc2nc3ccccc3s2)cc1)c1ccncc1 | 0.5 | -7 | 3% | -15% | -2 | 0% | -8% | 0% | 1%
Cc1ccc(OCC(O)CN2CCN(Cc3ccc4c(c3)OCO4)CC2)c(C)c1 (configuration not stated) | -0.9 | -3 | -11%&-7% | ? | -17&-10 | 0% | -6%&-1% | -5%&-3% | 2%&1%
O=C1CCCCN1CC(=O)N1CCCC(Nc2ccc(F)cc2)C1 (configuration not stated) | 0.3 | -1 | -3% | ? | -1 | 3% | -5% | 1% | -5%
Cn1c(=O)c([N+](=O)[O-])c(NCc2ccccc2Cl)c2ccccc21 | -1.4 | -3 | -3% | 0% | -4 | 14% | 4% | -6% | -8%
Cc1ccc(OCC(=O)NCCNC(=O)c2ccncc2)cc1 | 0.2 | 0 | 20% | 0% | -8 | -7% | -6% | 0% | -5%
O=C(O)C1C2C=CC(C2)C1C(=O)Nc1ccc2c(c1)OCCO2 (configuration not stated) | · | · | 2% | · | 9 | -3% | -13%[56.9 µM] | -15% | -1%

Profiles as entered above. Values in the order: D2 ag	D2 antagonist	Vif-A3F inh	ALOX12 inh	LDHA block	ERG Ets-DNA blk	RGS4 inhibitor	Glioma ERSR ind	Vif-APOBEC3G blk
O=C(COC(=O)c1cc([N+](=O)[O-])ccc1NCCO)Nc1cccnc1Cl is entered as ·	·	8%	-12%	-3	13%	1%	2%	-2%
Cn1c(=O)c([N+](=O)[O-])c(NCc2ccccc2Cl)c2ccccc21 is entered as -1.4	-3	-3%	0%	-4	14%	4%	-6%	-8%
COCCN(C(=S)Nc1ccc(C)c(C)c1)C(C)c1ccco1 (configuration not stated) is entered as 1.0	3	-16%	-13%	1	11%	4%	-6%	1%

Four entries from above, comma-delimited:
structure,D2 ag,D2 antagonist,Vif-A3F inh,ALOX12 inh,LDHA block,ERG Ets-DNA blk,RGS4 inhibitor,Glioma ERSR ind,Vif-APOBEC3G blk
O=C(CNC(=O)c1ccc(Br)o1)Nc1cccc(-c2cnc3ccccc3n2)c1,0.0,-20,-4%,473%[activator],-9,1%,11%,4%,-14%
Cc1ccc(NC(=O)COC(=O)c2cc(Cl)ccc2Cl)c(Br)c1,1.0,-12,-30%,-2%,2,7%,25%,-6%,-3%
CCOc1cc(C2c3c(n[nH]c3C)C(=O)N2c2ccc(C)cc2)ccc1O (configuration not stated),0.7,3,1%,-17%,-12,-3%,-28%,1%,-5%
Cc1cc(NC(=O)c2ccccc2Cl)ccc1NC(=O)c1ccccc1,-0.3,·,3%,-19%,-3,2%,18%,-3%,3%

Only part of the results is shown; rates above refer to the full screens.
